IL-1B inflam inh: inflammasome signaling inhibition, IL-1 beta readout. THP-1 LPS/ATP IL-1B secretion, AlphaLISA, 16 h; stronger effect = lower value. activity change, % at 57.5 µM. 360,000 tested, 4.7% active. AID 743279; in the data active = activity change below about -50%; inconclusive = mostly about -30% to -49%; also: % is scaled to controls: 0 for no effect and ±100 for the full control effect
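Secreted IL-1B measured by AlphaLISA bead assay after 16 h compound exposure of THP-1 cells; compounds (final up to 57.5 uM) added 1 h before LPS (250 ng/mL) and ATP (1.25 mM) stimulation; lower signal means less secretion.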
ATXN2 expr inh: ATXN2 expression inhibition | HEK-293 ATXN2-luciferase reporter, luminescence, 24 h | Potency, µM (titrated, usually from 57 µM), inactives show top-dose activity change, negative = inhibition, most hits filed as inhibitors | 360,000 tested, 0.72% active | AID 1745845; also: potency is read from the fitted curve at half-maximal effect; % is scaled to controls: 0 for no effect and ±100 for the full control effect; nearly all actives have a fitted effect of over 55% in size
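qHTS (up to 57 uM final) was run with 24 h compound exposure of reporter cells at 37 °C. Each well was multiplexed: SteadyGlo luminescence measured ATXN2-luciferase expression after a fluorogenic Gly-Phe-AFC viability readout (25 uM final).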
Nrf2 block: Nrf2 pathway inhibition | Potency, µM (top dose mostly 46 µM), without a hit: at the top dose activity change, negative = inhibition, usual class: inhibitors | 360,000 tested, 2.1% active | A549 ARE-Fluc reporter, luciferase luminescence, 18-24 h; also: potency is read from the fitted curve at half-maximal effect; % is scaled to controls: 0 for no effect and ±100 for the full control effect; nearly all actives have a fitted effect of over 60% in size
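A549 ARE_Fluc cells (5000/well, 5% FBS OPTI-MEM) pre-incubated 2 h, then treated with compounds 18-24 h at 37C/5% CO2 in concentration-response. CellTiter-Fluor viability read first; BugLite luciferase luminescence after 15 min at room temperature gives Nrf2 activity.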
A549 viability: A549 cytotoxicity, counter-screen for Nrf2 inhibitors. A549 ARE-Fluc cells, CellTiter-Fluor viability, 18-24 h. 390,000 tested, 0.16% active. Potency, µM (titrated, usually from 46 µM), inactives show top-dose activity change, negative = cytotoxicity, usual class: inhibitors; also: potency is read from the fitted curve at half-maximal effect; % is scaled to controls: 0 for no effect and ±100 for the full control effect
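A549 ARE_Fluc cells in 5% FBS OPTI-MEM were exposed to compounds in concentration-response for 18-24 h at 37 deg C. Viability was read by CellTiter-Fluor fluorescence (Ex 405/Em 525) after 30 min, before the luciferase read.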
HepG2 tox: counter-screen for TGF-b inhibitors: cytotoxicity in HepG2 cells. HepG2 CAGA-GFP viability, ATP luminescence, 18 h. Potency, µM (series often up to 46.1 µM), for inactives: at the highest dose activity change, negative = cytotoxicity, usual class: cytotoxic. 410,000 tested, 0.76% active; also: potency is read from the fitted curve at half-maximal effect; some results filed as inactive show a strong effect at the top dose
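HepG2 CAGA-GFP cells (1000/well, DMEM with 1% FBS) received compound, then TGF-beta at 500 pg/mL final, and were incubated 18 hours at 37 degrees C. Viability was read by CellTiter-Glo luminescence. Media-only wells were set as complete cell-killing and DMSO as no toxicity.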
S2 tox: cell viability loss in ATXN counter-screen. Potency, µM (titrated, usually from 56.7 µM), most hits filed as cytotoxic. S2 cells (HEK-293 line with an ATXN2-luciferase reporter) viability, CellTiter-Fluor protease fluorescence, 24 h. 400,000 tested, 0.49% active; also: potency is read from the fitted curve at half-maximal effect; nearly all actives have a fitted effect of over 40% in size
MCF10A rereplic: inducers of DNA re-replication in MCF 10A breast cells | Potency, µM (titrated, usually from 46.1 µM), for inactives: at the top dose activity, positive = re-replication, usual class: activators | MCF 10A DNA re-replication, Hoechst nuclear intensity, 48 h | 350,000 tested, 2.9% active; also: potency is read from the fitted curve at half-maximal effect; % of control where 0% means no effect; nearly all actives have a fitted effect of over 50% in size
Nrf2 ARE act: Nrf2 pathway activation | AREc32 ARE-luciferase reporter (MCF7-derived line), luminescence, 24 h | Potency, µM (titrated, usually from 46.1 µM), for the others: at the top dose activation, most hits filed as activators | 410,000 tested, 0.31% active; also: potency is read from the fitted curve at half-maximal effect; % of control where 0% means no effect; nearly all actives have a fitted effect of over 65% in size
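For detection, Steady-Glo was added and plates sat 30 min at RT; before that, AREc32_Fluc cells grown overnight in OPTI-MEM/5% FBS had been treated with 23 nL compound for 24 hr at 37 deg C.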
TGFb SMAD3 inh: TGF-b pathway inhibition; AID 588855; HepG2 CAGA-GFP TGF-b/SMAD3 reporter, GFP fluorescence, 18 h; TGF-beta stimulated, 500 pg/mL final; 410,000 tested, 1.2% active; Potency, µM (highest dose often 46.1 µM), without a hit: top-dose activity, negative = inhibition, actives largely listed as inhibitors; also: potency is read from the fitted curve at half-maximal effect; % is scaled to controls: 0 for no effect and ±100 for the full control effect; nearly all actives have a fitted effect of over 65% in size
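Inhibition of TGF-beta-driven CAGA-GFP reporter expression in HEPG2 cells is measured by cellular GFP fluorescence after 18 h stimulation with 500 pg/mL recombinant TGF-beta in 1% FBS medium at 37 degrees C.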
An asterisk follows results filed as active; i = inactive; ? = inconclusive; · = not tested or not shown; & = joins results of further samples; [ ] = dose if it differs, or a comment. Unless noted, calls follow the shape of the dose curve; as a rule, active = well fitted curve in the direction sought with a large enough effect; inconclusive = small, poorly fitted or top-dose-only effect, or another doubt; inactive = no such curve, though single readings can be large; an effect the other way counts as inactive or inconclusive.

Each structure is followed by: Nrf2 ARE act	A549 viability	MCF10A rereplic	ATXN2 expr inh	IL-1B inflam inh	HepG2 tox	TGFb SMAD3 inh	Nrf2 block	S2 tox
1. Cc1cccc(C)c1OCC(=O)NCC1COc2ccccc2O1 (stereo unspecified)
→ -0.7%	13%	1%	·	-8	-9%	17%	1%	i
2. Cc1cccc(N(CC(=O)N/N=C/c2ccccc2C(=O)O)S(C)(=O)=O)c1C
→ -0.2%	16%	2%	·	8	-1%	7%	0%	i
3. CC1=C(c2ccc(C)c(C)c2)S(=O)(=O)N=C1N1CCC(C(=O)NC(C)c2ccccc2)CC1 (stereo unspecified)
→ 4.0%	3%	·	-4%	·	-1%	-25%	-2%	i
4. O=C(Cc1c(F)cccc1Cl)N(Cc1ccccc1)c1ccccn1
→ 0.0%	-2%	28%	-11%	-14	-13%	-28%	?	·
5. CN1C(=O)c2ccccc2Sc2ccc(NC(=O)Nc3ccccc3F)cc21
→ 0.6%	-8%	·	·	·	-28%	-9%	21µM*	·
6. CCc1noc(C)c1C(=O)OCC(=O)N(C)c1c(N)n(Cc2ccccc2)c(=O)[nH]c1=O
→ -0.7%	-3%	-1%	4%	8	-10%	?	-3%	i
7. Cc1ccc(NC(=O)c2nc[nH]c2C(=O)NC2CCN(C(=O)OC(C)(C)C)CC2)cc1
→ 0.2%	5%	-1%	-4%	-3	10%	7%	-6%	i
8. COc1cccc(CNC(=O)c2ccc(Cl)c(S(=O)(=O)N3CCOCC3)c2)c1
→ -0.4%	4%	-6%	·	-8	-60%	-12%	?	i
9. COc1cc(/C=C2\CCCc3c2nc2ccccc2c3C(=O)O)cc(Cl)c1O
→ -0.9%	-6%	1%	1%	26	2%	6%	-4%	i
10. C[C@@H]1C(=O)N(S(=O)(=O)c2ccc([N+](=O)[O-])cc2)[C@H]1c1ccc(F)cc1
→ ·	2%	·	·	·	7%	-1%	7%	·
11. Cc1ccccc1NC(=O)/C(=C/c1cccs1)NC(=O)c1ccco1
→ 0.5%	1%	-3%	-14%	-3	1%	8%	13%	i
12. COc1ccc(OC)c(CCNc2ncnc3onc(-c4ccc(Cl)cc4)c23)c1
→ 4.1%	0%	·	12%	·	-12%	-12%	?	i
13. CC(C)(C)OC(=O)C(C1NC(C(=O)O)C(C)(C)S1)N1C(=O)c2ccccc2C1=O (stereo unspecified)
→ 0.0%	-2%	1%	5%	5	-2%	24%	4%	i
14. CCCn1nnc(NC(=S)NC(=O)/C=C/c2ccc(Cl)cc2)n1
→ -0.8%	-8%	2%	-4%	17	23%	-10%	?	i
15. Cn1c(N)c(S(=O)(=O)N2CCN(c3ccccc3)CC2)c(=O)n(C)c1=O
→ 0.2%	-4%	2%	-1%	30	3%	8%	?	i
16. O=C(NCCO)/C(=C\c1ccc(Br)cc1)NC(=O)c1cccs1
→ -1.7%	0%	-6%	-15%	34	3%	9%	-11%	i
17. COc1ccccc1CCC(=O)N1CCC(n2nccc2NC(=O)CC(C)C)CC1
→ -0.3%	-6%	-6%	7%	4	3%	1%	4%	i
18. Cc1nnnn1/C(=C\c1ccccc1)C(=O)OCC(=O)NC(C)(C)C
→ ?	?	?	-7%	-5	-56%	?	?	?
19. O=C(COn1nnc2ccc(Cl)cc21)NC12CC3CC(CC(C3)C1)C2
→ 2.6%	2%	?	2%	-11	-30%	-7%	·	i
20. Cc1c(NC(=O)Nc2ccccc2)c(=O)n(-c2ccccc2)n1C
→ -0.6%	2%	-2%	-7%	-4	9%	30%	-6%	i
21. CC(NC(=O)CNC(=O)c1sc2ccccc2c1Cl)c1cccnc1 (stereo unspecified)
→ 4.5%	-3%	-10%	-11%	-51*	-2%	-6%	-12%	i
22. FC(F)(F)c1cc(Cl)c2nc(-c3ccc(Cl)cc3)c(Cc3ccsc3)n2c1
→ 11%	·	·	9%	43	·	·	·	i
23. CCOc1ccccc1/C=N/NC(=O)c1nnn(-c2nonc2N)c1CN1CCCC1
→ -0.4%	4%	5%	·	34	3%	1%	-4%	i
24. Cc1ccc2c(c1)c1ncnc(N3CCOCC3)c1n2C
→ 5.5%	-19%	?	12%	-23	-1%	-5%	-19%	i
25. O=C(Nc1ccc(Cl)cc1C(=O)NCC1CCCO1)c1ccco1 (stereo unspecified)
→ -0.1%	1%	?	-3%	-21	3%	3%	·	i
26. CCOC(=O)N1CCN(C(=O)COc2ccc3c(c2)C(=O)CC2(CCN(C(C)=O)CC2)O3)CC1
→ 0.0%	16%	-3%	-3%	7	8%	-7%	2%	i
27. CCOc1ccc(Cl)cc1S(=O)(=O)NC1CCCC1
→ 2.2%	9%	0%	-11%	18	-2%	0%	4%	i
28. CCn1c2ccccc2c2cc(NC(=O)CSc3nnc(-c4cccc(F)c4)o3)ccc21
→ 0.1%	-11%	5.2µM*	?	-6	-1%	0%	?	i
29. CCOC(=O)CSc1nnnn1-c1cc(OC)ccc1OC
→ 0.1%	4%	-5%	-11%	-17	-8%	8%	11%	i
30. O=C(Nc1ccsc1C(=O)O)c1cccc(C(F)(F)F)c1
→ 6.0%	-6%	4%	·	12	-15%	4%	?	i

New compounds follow:
Each structure is followed by: Nrf2 ARE act	A549 viability	MCF10A rereplic	ATXN2 expr inh	IL-1B inflam inh	HepG2 tox	TGFb SMAD3 inh	Nrf2 block	S2 tox
31. O=C(/C=C/c1ccc(-c2ccccc2[N+](=O)[O-])o1)c1ccccc1
→ ?	8%	?	5%	-67*	-11%	?	20%	i
32. Cc1ccc(S(=O)(=O)c2nc(-c3ccccc3)oc2N2CCCC2)cc1
→ 2.2%	-1%	0%	2%	25	1%	13%	-16%	i
33. COc1ccc(C2NC(=O)NC(C)=C2[N+](=O)[O-])cc1 (stereo unspecified)
→ 0.5%	-14%	-1%	4%	-11	12%	1%	-24%	i
34. CCC(C)NC(=O)CSc1nc2cc3c(cc2c(=O)n1CCCC(=O)NCc1ccc2c(c1)OCO2)OCO3 (stereo unspecified)
→ 0.1%	4%	·	·	·	-16%	-13%	·	·
35. CCCn1nnc(NC(=O)c2cccc(OCC(C)C)c2)n1
→ 0.7%	-4%	?	24%	7	4%	2%	2%	i
36. Cc1cc(C(F)F)n2nc(C(=O)Nc3cccc(S(=O)(=O)N4CCOCC4)c3)nc2n1
→ 3.5%	7%	-1%	9%	-2	-14%	9%	-12%	i
37. NS(=O)(=O)c1ccc(CCNC(=O)c2ccc(Cl)s2)cc1
→ 0.0%	0%	4%	-26%	5	-4%	-19%	-45%	i
38. Cc1[nH]n(-c2ccccc2)c(=O)c1N=Nc1ccccc1
→ 13%	-15%	4%	27%	-11	-1%	5%	?	i
39. Cc1ccc(CC(=O)Nc2cc(C)ccn2)cc1
→ 6.2%	6%	-2%	8%	?	-5%	-11%	?	i
40. COc1ccccc1CNC(=O)Cc1cc(=O)[nH]c(=O)[nH]1
→ 0.0%	-2%	4%	-15%	8	9%	3%	3%	·
41. COc1ccc(C(=O)Nc2cccc(/C(C)=N/NC(=O)c3ccc([N+](=O)[O-])c(C)c3)c2)cc1OC
→ -0.5%	-18%	-7%	?	-9	-30%	-11%	?	?
42. CCC(C)NC(=O)c1sc2nc(C)c(C(=O)Nc3ccc(C)cc3C)c(-c3ccc(NC(C)=O)cc3)c2c1N (stereo unspecified)
→ -0.2%	?	·	-19%	·	-3%	15%	-18%	i
43. COc1ccc(S(=O)(=O)N2c3ccccc3OCC2C(C)(C)C)cc1 (stereo unspecified)
→ 0.2%	-12%	-4%	2%	15	8%	16%	0%	i
44. CCN(CC)c1ccc2cc(C(=O)Nc3ccccn3)c(=O)oc2c1
→ 3.3%	-3%	1.3µM*	-7%	-9	-37%&-1%	0%&0%	?	·
45. CCc1nc(SCc2cccnc2)c(C#N)cc1C
→ 0.4%	2%	-15%	-6%	-11	-14%	-3%	·	i
46. Cc1cc(C)c2nc(N3CCCN(C(=O)c4cnccn4)CC3)c(C#N)cc2c1
→ 2.9%	·	?	-15%	-20	-34%	-5%	-1%	i
47. CCn1c(SCC(=O)Nc2cc(C)ccc2F)nnc1-c1ccccc1O
→ 2.9%	-6%	·	-12%	·	-17%	-13%	-13%	i
48. CN(Cc1cnc2nc(N)nc(N)c2n1)c1ccc(C(=O)NC(CCC(=O)O)C(=O)O)cc1C(F)(F)F (stereo unspecified)
→ 1.4%	-19%	0%	?	0	-63%	-25%	?	i
49. COc1ccc(N2CCN(CCCNC(=O)c3ccc4nc(Cc5ccccc5)oc4c3)CC2)cc1
→ -1.3%	-22%	·	16µM*	·	-60%	-16%	·	10µM*
50. O=C(NC1CCCc2ccccc21)c1ccccc1Cl (stereo unspecified)
→ 7.3%	7%	3%	6%	-3	-5%	15%	4%	·
51. Cc1cc(C)n(-c2ccccc2C#N)n1
→ 0.3%	2%	0%	-2%	-6	25%	34%[activator]	-5%	i
52. O=C(c1ccc2c(=O)n3c(nc2c1)CCCCC3)N1CCN(c2ccc(F)cc2)CC1
→ -0.7%	5%	2%	-5%	?	-2%	-7%	1%	i
53. O=C(Oc1cccc(Br)c1)c1cccnc1
→ 3.4%	-11%	6%	-8%	9	1%	?	-16%	i
54. O=C(O)c1cccc(Cn2c(Cl)c(/C=N/NC(=O)c3ccccc3)sc2=O)c1
→ 0.0%	-4%	-6%	-3%	1	-9%	-12%	6%	?
55. O=c1c(F)cn(C2CCCO2)c(=O)n1Cc1c(F)cccc1Cl (stereo unspecified)
→ 0.2%	-7%	21%	-4%	-20	-14%	15%	-19%	i
56. Cc1nc2cc(Cl)c(Cl)cc2nc1C
→ 0.4%	1%	3%	57%[activator]	39	-14%	6%	2%	i
57. Cc1cccc(NC(=O)C2CCCN2S(=O)(=O)c2ccc(Cl)cc2)n1 (stereo unspecified)
→ 0.9%	-2%	-14%	-12%	5	5%	11%	8%	i

Screens from PubChem BioAssay.

This is a random part of the collection. About 8.8% of those tested had a hit in this group.
